# mlh1 rad18 = NCI yeast anticancer drug screen, S. cerevisiae mlh1 rad18 strain; AID 175, 2004; hit rate 11% among 79,000; growth inhibition, % at 50 µM;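 note: 0% = growth of vehicle-only cultures of the same strain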
#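 Inhibition values reflect reduced growth of mutant yeast versus vehicle-treated controls following compound exposure; the mutations affect DNA damage repair.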
# yeast rad50 = NCI yeast anticancer drug screen, S. cerevisiae rad50 strain; % growth inhibition at 50 µM; hit rate 10% among 79,000;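 note: 0% = growth of vehicle-only cultures of the same strain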
#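 Cells are treated with compound, grown, and their growth is then scored against vehicle-only cultures of the same repair-deficient yeast strain.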
# yeast sgs1 mgt1 = NCI yeast anticancer drug screen, S. cerevisiae sgs1 mgt1 strain. hit rate 10% among 78,000. growth inhibition, % at 50 µM;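 note: 0% = growth of vehicle-only cultures of the same strain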
#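 Read-out: growth inhibition vs vehicle controls. Cells: mutant yeast strain deficient in DNA damage repair.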
# yeast mec2-1 = NCI yeast anticancer drug screen, S. cerevisiae mec2-1 strain; % growth inhibition at 50 µM; hit rate 9% among 79,000; AID 157, 2004;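 note: 0% = growth of vehicle-only cultures of the same strain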
#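 mec2-1 yeast strain, carrying an alteration in DNA damage repair or cell cycle control, was exposed to compounds; growth inhibition was measured relative to vehicle-treated controls.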
# bub3 = NCI yeast anticancer drug screen, S. cerevisiae bub3 mutant strain. growth inhibition, % at 50 µM. hit rate 9.9% among 78,000;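 note: 0% = growth of vehicle-only cultures of the same strain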
#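 Inhibition values come from growth of compound-treated mutant yeast normalised to vehicle-treated controls.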
# yeast cln2 rad14 = NCI yeast anticancer drug screen, S. cerevisiae cln2 rad14 strain; % growth inhibition at 50 µM; hit rate 8.3% among 78,000; AID 165, 2004;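 note: 0% = growth of vehicle-only cultures of the same strain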
#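 Growth of compound-exposed yeast (cln2 rad14 genotype) measured and expressed as inhibition relative to vehicle.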
# * = called active by the depositor; & = joins results of further samples. Cut-off read from the data, not from the text of the source: active = growth inhibition above about 70%; inactive = the rest.
SMILES,mlh1 rad18,yeast rad50,yeast sgs1 mgt1,yeast mec2-1,bub3,yeast cln2 rad14
CCN(C(=O)c1ccc(C(=O)N(CC)c2cccc(C)c2)cc1)c1cccc(C)c1,-2,-24,-10,-4,6,8
O=C1C(OC(=O)c2ccccc2)=C(OC(=O)c2ccccc2)C(=O)C(OC(=O)c2ccccc2)=C1OC(=O)c1ccccc1,3,-7,14,-1,3,-23
CNC1NC(=O)c2ccccc2N1Cc1ccc(F)cc1 (centres undefined),-4,6,-23,4,-12,-20
O=C(O)CCC(=O)Nc1cc([N+](=O)[O-])ccc1OCc1ccccc1,4,4,-5,-8,-1,-12
CC(=O)OCC1OC2OC(C)(C)OC2C1NC(=O)C(F)(F)F (centres undefined),9,16,-8,-2,-6,10
CCOC(=O)NC(=O)c1cn(CC(=O)NCC(=O)NCC(=O)NCCCN2CCN(CCCNC(=O)CNC(=O)CNC(=O)Cn3cc(C(=O)NC(=O)OCC)c(=O)[nH]c3=O)CC2)c(=O)[nH]c1=O,-16,-5,-7,2,-1,-23
NC(=O)c1ccc(Cl)cc1C(N)=O,-2,-7,7,18,0,-24
Cc1c(C(=O)CCl)c(=O)n(-c2ccccc2)n1C,6,3,21,-23,-25,11
O=C1CCC(=O)N1C(c1ccccc1)c1ccccc1,-6,-10,6,7,21,-31
O=C(NC(=O)C(C(=O)c1ccccc1)c1ccccc1)c1ccccc1 (centres undefined),-6&-5,3&-4,-12&-7,-1&2,-4&6,10&0
S=c1[nH]nc2nc3c4ccccc4c4ccccc4c3nn12,26,54,10,23,21,14
COc1ccc(Cc2ccc(Cl)cc2)c(OC)c1,-5,3,20,2,-12,15
CCCCCCCC/C=C\CCCCCCCC(=O)NCCN(CC)CC,99*,99*,99*,99*,99*,97*
Nc1cccc2c(O)cc(S(=O)(=O)O)cc12,22,-1,8,-19,0,-11
CC(C(c1ccccc1)C(Br)C(=O)c1ccccc1)[N+](=O)[O-] (centres undefined),95*,97*,95*,93*,96*,87*
COc1ccc(/C=C2/C(=O)NC3SC=C(c4cccc([N+](=O)[O-])c4)N23)cc1 (centres undefined),30,33,33,11,63,11
CC(C=O)c1ccccc1 (centres undefined),45,28,-3,42,-6,-34
Cc1[nH]c(=O)[nH]c(=O)c1/C=C/C(=O)NC(CO)CSC(C)C (centres undefined),10,-2,-8,27,8,-4
O=C(CCCCC(=O)NO)NO,-32,-13,4,-21,-16,0
O=C(OCC(OC(=O)c1ccccc1)C(OC(=O)c1ccccc1)C(COC(=O)c1ccccc1)OC(=O)c1ccccc1)c1ccccc1 (centres undefined),52,67,57,26,16,0
O=C(O)c1ccc([N+](=O)[O-])cc1.[Ag],99*,99*,100*,99*,99*,99*
Clc1ccc(N2C(c3ccccc3)=N[C@@H](N3CCOCC3)[C@@H]2N2CCOCC2)cc1,-5,-13,-10,-16,-2,-31
CCN(CC)/N=C\c1c2ccccc2cc2ccccc12,60,20,8,11,13,9
CSc1ncc2c(C#N)c3[nH]c4ccccc4n3c(=O)c2n1,-10,1,1,11,5,10
Nc1cnc(N)nc1,-17,-8,-22,-19,12,-24

# Profiles as entered above. Values in the order: mlh1 rad18, yeast rad50, yeast sgs1 mgt1, yeast mec2-1, bub3, yeast cln2 rad14
# `O=C(OCC(OC(=O)c1ccccc1)C(OC(=O)c1ccccc1)C(COC(=O)c1ccccc1)OC(=O)c1ccccc1)c1ccccc1` (centres undefined) is entered as 52, 67, 57, 26, 16, 0
# `COc1ccc(/C=C2/C(=O)NC3SC=C(c4cccc([N+](=O)[O-])c4)N23)cc1` (centres undefined) is entered as 30, 33, 33, 11, 63, 11
# `Nc1cnc(N)nc1` is entered as -17, -8, -22, -19, 12, -24
# `CSc1ncc2c(C#N)c3[nH]c4ccccc4n3c(=O)c2n1` is entered as -10, 1, 1, 11, 5, 10
# `CC(C=O)c1ccccc1` (centres undefined) is entered as 45, 28, -3, 42, -6, -34

# Further results follow.
SMILES,mlh1 rad18,yeast rad50,yeast sgs1 mgt1,yeast mec2-1,bub3,yeast cln2 rad14
COC(=O)CCc1ccc(CCC(=O)OC)cc1,10,-15,-2,-37,-11,4
NC(=S)NNc1cccnc1,13,26,7,20,31,-32
O=C1c2ccccc2C(=O)c2c(/C=C\N3CCCCC3)ccnc21,91*,88*,93*,92*,92*,91*
NC(=S)c1cnccn1,-2,3,-1,-4,1,-8
CCOC(=O)c1cnc2c(C(F)(F)F)cccc2c1Nc1ccc2c(c1)OCO2,5,-16,-11,-3,2,5
Cc1[nH]nc2c1NC(=O)OC2,2,-3,2,-1,-8,-23
CC(=O)Oc1ccc2c(c1)Cc1cc(N3C(=O)C=CC3=O)ccc1-2,41,46,58,48,49,24
CCCNC(=O)Cn1c2c(c3ccccc31)CCCC2,-6,26,18,-33,0,16
CS/C=C\C(=O)O[C@H]1C[C@@H]2[C@@H](O)c3occ(C)c3C[C@]2(C)[C@@H](C)C1,40,26,21,34,34,15
CC(=O)Nc1cccc(NC(C)=O)c1,11,0,5,5,-1,-18
COc1cc2c(cc1OC)C1CC3(CCN1CC2)CC(=O)NC3=O (centres undefined),1,-9,-5,-6,-12,-79
CC(NC(=O)c1ccc2ccccc2n1)C(=O)O (centres undefined),-6,-16,2,-23,8,-21
Nc1nnc(Sc2ccc([N+](=O)[O-])cc2)s1,-17,14,-11,7,-5,7
C=C(NC(C)=O)C(=O)CCC(N)=O,-54,-1,-8,-1,5,2
CC(=O)N(C)c1ccc(/C=C2\C=Cc3ccccc32)cc1,56,41,26,40,72*,33
CC(O)C(O)C(O)C(O)C=O (centres undefined),-10,-13,4,-12,7,14
CC(=O)Nc1ccccc1Sc1ccccc1,-21,-6,4,-17,5,15
CCOCC(=O)N[C@H]1CCc2cc(OC(=O)COCC)c(OC)c(OC)c2-c2ccc(SC)c(=O)cc21,10,-6,8,-6,-6,1
COc1cccc(/C=C2/S/C(=N/Nc3nc(C)c(C(C)=O)s3)NC2=O)c1O,44,61,27,49,60,52
c1ccc2c(c1)ccc1c3ccccc3c3nc4ccccc4nc3c21,-9,-3,-5,-18,-2,43
O=C1S/C(=C2\C(=O)N(CN3CCCCC3)c3ccccc32)C(=O)N1CN1CCCCC1,31,27,-4,-13,-1,5
CC(C)(CS(C)(=O)=O)C(=O)O,5,2,3,-19,-2,-8
CCCCCN(CCCCC)CC(O)c1ccc2cc(Br)c3ccccc3c2c1 (centres undefined) (tested in a mixture with another compound),19,13,3,1,1,8
CNC(=O)CC(=O)NC,-10,-20,-17,-10,8,6
C[Si](C)(C)COC(N)=O,0,-6,-12,11,9,8

# The final 5 entries of the part before open the next one:
SMILES,mlh1 rad18,yeast rad50,yeast sgs1 mgt1,yeast mec2-1,bub3,yeast cln2 rad14
O=C1S/C(=C2\C(=O)N(CN3CCCCC3)c3ccccc32)C(=O)N1CN1CCCCC1,31,27,-4,-13,-1,5
CC(C)(CS(C)(=O)=O)C(=O)O,5,2,3,-19,-2,-8
CCCCCN(CCCCC)CC(O)c1ccc2cc(Br)c3ccccc3c2c1 (centres undefined) (tested in a mixture with another compound),19,13,3,1,1,8
CNC(=O)CC(=O)NC,-10,-20,-17,-10,8,6
C[Si](C)(C)COC(N)=O,0,-6,-12,11,9,8
O=[N+]([O-])c1ccc(C(Nc2ccccc2)c2ccc3cccnc3c2O)cc1 (centres undefined),82*,72*,76*,80*,59,81*
Cc1ccc(N)c(C(O)(C(F)(F)F)C(F)(F)F)c1,17,-6,12,2,17,16
O=C1C[C@@]23CCC4(CC2CCC[C@H]3O1)OCCO4 (some centres undefined),-3,-21,11,-18,-18,33
N#Cc1[nH]c(=O)n(-c2ccc([N+](=O)[O-])cc2)c1N,-40,-29,-25,-60,-12,-2
CC1CP(c2ccccc2)(c2ccccc2)(c2ccccc2)OC1(C(=O)c1ccccc1)c1ccccc1 (centres undefined),99*,94*,99*,99*,99*,99*
O=c1onc(Nc2ccccc2)n1-c1ccccc1,-11,-15,-18,-8,-27,10
CCC(=O)C(C)C(=O)CCC(=O)Nc1cc(Cl)ccc1Cl (centres undefined),20,21,19,18,18,20
COc1cccc(Br)n1,27,-4,7,-17,-9,15
CC(=O)Nc1cc2c(s1)CCC1CC(=O)NN=C21 (centres undefined),-12,-12,-32,-26,-9,2
COc1cc(NS(C)(=O)=O)ccc1Nc1c2ccccc2nc2c1[nH]c1ccc(NC3OC(CO)C(O)C(O)C3O)cc12 (centres undefined),-28,54,3,-5,-26,0
Cc1ccc(S(=O)(=O)N/N=C(/c2nc3ccc([N+](=O)[O-])cc3[nH]c2=O)C(O)c2ccc(C(O)/C(=N\NS(=O)(=O)c3ccc(C)cc3)c3nc4ccc([N+](=O)[O-])cc4[nH]c3=O)cc2)cc1 (centres undefined),-10,-17,-26,-28,-33,1
Oc1ccc2c(c1)C(O)CCCC2 (centres undefined),87*,78*,34,59,66,35
O=C1CC2(CCN(Cc3ccccc3)CC2)C(=O)N1N1CCCCC1,50,51,58,33,44,42
COC(=O)C1CC(OC)(OC)CCC1=O (centres undefined),0,13,10,2,-1,8
CCCCC(=O)N/N=C/c1c[nH]c2ccc(Br)cc12,0,4,-9,6,13,1
CCCCCCCCCCCCCCCC(=O)Oc1ccc(/C(CC)=C(/CC)c2ccc(OC(=O)CCCCCCCCCCCCCCC)cc2)cc1,4,16,9,-8,9,2
Cc1ccc2oc(=O)c(-c3ccccc3)nc2c1,-39,-60,-35,-53,-47,-4
CCOC(=O)C(=[N+]=[N-])C(=O)CN1C(=O)C2CC(C)=C(C)CC2C1O (centres undefined),17,-19,-4,1,-11,2
CC1(C)COCN1COCCOCN1COCC1(C)C,-57,10,-2,-18,-26,7
Cc1c(Cl)c2ccc(N(C)C)cc2[nH]c1=O,8,-3,0,0,11,-6
Oc1ccccc1C1N(Cc2ccc(Cl)cc2)CCN1Cc1ccc(Cl)cc1,18,18,46,18,16,63
c1ccc(CN2CCC(=NN3CCCCC3)CC2)cc1,-9,20,23,-10,18,15
O=C(CCCC(=O)N/N=C/c1ccc(I)cc1)N/N=C\c1ccc(I)cc1,18,30,25,9,-1,25
C/C(=N/NC(N)=O)c1ccc([N+](=O)[O-])o1,47,30,31,10,15,16
Oc1cc2ccccc2c2ccccc12,99*,99*,99*,99*,99*,98*
OC(C1CCCC1=N/N=C1/CCCC1C(O)(C(F)(F)Cl)C(F)(F)Cl)(C(F)(F)Cl)C(F)(F)Cl (centres undefined),92*,86*,91*,89*,92*,89*
N#C/C(=C\NC(=S)Nc1ccccc1Cl)C(=O)c1ccc2ccccc2c1,-29,-24,1,-18,-36,13
Cc1ccc([N+](=O)[O-])c(P(=O)(O)O)c1,-12,13,-15,13,3,-3
